NPY2 pot ag – potentiators or agonists of human neuropeptide Y receptor Y2; P49146; 0.45% of 220,000 active; activation, % at 3.6 µM; cells expressing NPY-Y2, potentiator/agonist read-out; in the data active = activation above about 27%;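 also: cells stimulated with NPY near EC25 plus isoproterenol at EC100; 0% = vehicle plus submaximal agonist and 100% = vehicle plus saturating agonist; some results beyond the cut were filed as inactive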
S1P4 antagonist – antagonists of human S1P4 receptor; O95977; 0.26% of 220,000 active; inhibition, % at 4.98 µM; S1P4-expressing cells, antagonist mode, reporter read-out; AID 1510; in the data active = inhibition above about 29%;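 also: 0% = wells stimulated with agonist and 100% = vehicle wells without agonist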
Target sequence (O95977 whole entry, looked up): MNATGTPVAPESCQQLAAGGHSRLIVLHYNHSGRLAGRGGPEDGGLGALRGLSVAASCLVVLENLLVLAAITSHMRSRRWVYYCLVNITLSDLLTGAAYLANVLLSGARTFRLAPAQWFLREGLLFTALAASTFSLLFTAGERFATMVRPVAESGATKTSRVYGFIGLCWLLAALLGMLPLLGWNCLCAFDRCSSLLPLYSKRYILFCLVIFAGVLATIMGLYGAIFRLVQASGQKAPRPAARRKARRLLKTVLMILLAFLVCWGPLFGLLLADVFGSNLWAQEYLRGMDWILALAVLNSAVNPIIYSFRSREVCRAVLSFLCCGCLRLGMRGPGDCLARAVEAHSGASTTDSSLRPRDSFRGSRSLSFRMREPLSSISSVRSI
NPY-Y1 PAM-ag – potentiators or agonists of human neuropeptide Y receptor Y1. NPY-Y1 expressing cells, potentiator/agonist activation. activation, % at 3.6 µM. 0.37% of 220,000 active. AID 1304; in the data active = activation above about 33%, passing the limit was not always enough;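 also: cells stimulated with NPY at EC10 then isoproterenol at EC100; 0% = low agonist plus stimulus and 100% = saturating agonist plus stimulus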
Target sequence (P25929 whole entry, looked up): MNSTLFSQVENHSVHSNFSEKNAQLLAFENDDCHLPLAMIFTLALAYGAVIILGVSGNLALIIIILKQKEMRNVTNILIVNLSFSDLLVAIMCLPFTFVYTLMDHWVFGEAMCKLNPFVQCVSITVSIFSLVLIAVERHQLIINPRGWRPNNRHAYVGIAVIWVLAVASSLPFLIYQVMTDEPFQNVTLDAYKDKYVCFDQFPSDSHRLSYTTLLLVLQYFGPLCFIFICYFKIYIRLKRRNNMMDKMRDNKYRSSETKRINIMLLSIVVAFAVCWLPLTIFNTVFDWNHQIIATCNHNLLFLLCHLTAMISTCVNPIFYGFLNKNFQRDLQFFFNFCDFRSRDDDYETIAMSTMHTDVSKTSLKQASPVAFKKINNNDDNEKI
Runt-CBFb FRET – blocks binding of human RUNX1 Runt domain to CBFb; Q01196+Q13951; Cerulean-Runt/Venus-CBFb FRET ratio 530/480, 1 h; inhibition, % at 20 µM; 0.46% of 220,000 active; AID 1496;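 active = inhibition over about 50% at 20 µM in the single-dose screen, limit read from the data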;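 also: 0% = DMSO wells and 100% = excess unlabeled CBFb competitor control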
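System: Cerulean-labeled Runt domain protein | Quantity: 100 nM of each labeled protein | Schedule: 1 h compound exposure, room temperature | Detection: Fluorescence energy transfer, 422 nm excitation, 530/480 nm emission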
Ba/F3 V617F tox – reduce viability of Ba/F3 cells dependent on JAK2V617F. inhibition, % at 5.6 µM. AID 1446. Ba/F3 EpoR-JAK2V617F viability, ATP luminescence. 1.1% of 220,000 active;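 active = inhibition above the campaign mean plus 3 SD over all tested compounds, cut at about 24% in these data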;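 also: cytokine-independent growth of Ba/F3 cells driven by EpoR plus mutant JAK2; 0% = DMSO-treated cells and 100% = JAK inhibitor I control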
BaF3 tox – reduces parental Ba/F3 cell viability, JAK2V617F counter-screen | CellTiter-Glo ATP luminescence | inhibition, % at 5.6 µM | 1.1% of 220,000 active | AID 1486;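 active = inhibition above a per-campaign cutoff, the mean inhibition of all tested compounds plus 3 SD, cut at about 27% in these data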;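 also: 0% = DMSO wells and 100% = JAK Inhibitor I control wells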
NPY-Y1 antag – NPY-Y1 (human) receptor antagonism; inhibition, % at 3.6 µM; 1% of 200,000 active; HEK293-CNG Y1 cells, membrane potential fluorescence; NPY at EC95, then isoproterenol;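 active = inhibition above the campaign mean inhibition of all tested compounds plus 3 SD, cut at about 20% in these data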;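 also: 0% = DMSO wells given NPY plus isoproterenol and 100% = isoproterenol alone without NPY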
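System: HEK293 cells with Y1 receptor plus CNG channel / Probe or stimulus: NPY 25 nM then isoproterenol 1 µM plus Ro 20-1724 25 µM / Compound: one concentration, 3.6 µM, in 0.4% DMSO / Schedule: compound incubation 1 h at room temperature, readout 45 min post-stimulation / Measured by: membrane potential fluorescence / Read-out: % inhibition of NPY effect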
RBBP9 inhibitor – inhibitors of human serine hydrolase RBBP9 | O75884 | recombinant RBBP9, FP-Rh probe fluorescence polarization | inhibition, % at 7.94 µM | 0.2% of 220,000 active;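 active = inhibition above the campaign mean of all tested compounds plus 3 SD, cut at about 14% in these data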;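 also: plate controls were DMSO wells with RBBP9 for no effect and wells lacking RBBP9 protein for full effect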
Target sequence (O75884 whole entry, looked up): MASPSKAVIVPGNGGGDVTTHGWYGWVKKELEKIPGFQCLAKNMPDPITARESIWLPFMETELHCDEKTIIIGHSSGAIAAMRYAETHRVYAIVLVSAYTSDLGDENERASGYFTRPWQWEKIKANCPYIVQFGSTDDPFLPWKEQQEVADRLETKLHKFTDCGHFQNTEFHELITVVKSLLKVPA
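Measured by – fluorescence polarization · Test system – RBBP9 protein · Input – 2.5 µM RBBP9 dispensing solution, before mixing · Measure – percent inhibition from mP, scaled between DMSO and no-protein wells · Benchmarks – DMSO-treated enzyme wells and wells lacking RBBP9 · Times – preincubation 30 min plus labeling 45 min at 25 °C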
S1P4 ag – human S1P4 receptor agonism. O95977. S1P4-expressing cell line, agonist reporter assay. activation, % at 4.98 µM. 0.35% of 220,000 active; in the data active = activation above about 11%;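 also: 0% = DMSO vehicle and 100% = reference agonist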
* = called active by the depositor; . = not tested or not shown. Rows are unselected. Share with any hit: about 3.6%.

SMILES | NPY2 pot ag | S1P4 antagonist | NPY-Y1 PAM-ag | Runt-CBFb FRET | Ba/F3 V617F tox | BaF3 tox | NPY-Y1 antag | RBBP9 inhibitor | S1P4 ag
CS(=O)(=O)N1CCN(c2ccccc2NC(=O)c2ccco2)CC1 | 6 | -11 | 8 | 0 | -5 | 0 | 1 | 13 | -0.8
Cc1ccc(-c2ccc(C(=O)O)c(C)n2)cc1 | 4 | -17 | -3 | -2 | 1 | 4 | 3 | -12 | 0.8
Cc1ccc(C)c(C(=O)N(Cc2nc(-c3ccc(Cl)cc3)no2)C(C)C)c1 | 10 | -14 | -6 | 0 | 0 | 8 | 3 | -9 | -0.3
C=CC[n+]1c(-c2ccc(C)cc2)csc1Nc1c(C)n(C)n(-c2ccccc2)c1=O | 1 | -7 | 9 | -1 | -1 | 10 | 0 | 4 | 0.7
CCOc1ccc(CN2CCN(C/C=C/c3ccc(OC)cc3)CC2CCO)cc1 (configuration not stated) | -8 | -6 | -5 | -1 | -2 | 3 | 16 | -1 | -0.2
Cc1ccc(-c2nnn(CC(=O)Nc3nnc(C(C)C)s3)n2)cc1 | -5 | -17 | -9 | -2 | 2 | 0 | 7 | -4 | -0.5
CCc1ccc2[nH]c(=O)c(CN(CCN3CCCC3)C(=O)NC3CCCCC3)cc2c1 | -30 | -22 | -28 | -1 | 5 | 8 | 2 | 2 | 1.8
O=C(NN1C(=O)C2C3C=CC(C3)[C@H]2C1=O)c1cccnc1 (some centres not stated) | 4 | -3 | 3 | 1 | -2 | 6 | 4 | 4 | 0.6
Cc1cc(NC(=O)CN2C(=O)CCSc3ccccc32)no1 | 1 | -14 | -9 | 0 | 3 | 5 | -4 | -5 | -0.3
CN1CCCC(OC(=O)COc2ccc(Br)cc2)C1 (configuration not stated) | -12 | -19 | -13 | 0 | -2 | 4 | 8 | -6 | -2.8
Cc1cccc(C)c1NS(=O)(=O)c1ccc(OCCNS(C)(=O)=O)cc1 | 12 | -4 | 13 | -1 | 1 | 5 | -8 | 3 | -1.4
O=C(NCCC(c1ccccc1)c1ccccc1)c1ccc(Br)o1 | -17 | 1 | 9 | -6 | 1 | 9 | 1 | -6 | -3.7
C/C(=C\c1ccccc1)CN(C)CCN(C)C | 20 | 0 | -18 | -2 | -2 | -1 | -4 | 0 | -1.5
O=C(N/N=C/c1ccccn1)c1cccnc1 | -14 | -6 | -18 | 3 | -3 | 0 | . | -3 | 0.5
COc1cc(/C=c2\s/c(=C(/C#N)C(=O)N3CCCC3)n(-c3ccccc3)c2=O)ccc1O | 11 | 11 | -2 | -53 | -4 | 8 | 2 | -13 | 0.0
NS(=O)(=O)c1ccc(NC(=O)CSc2ccc3ccccc3n2)cc1 | -4 | 3 | 13 | 2 | 1 | 6 | 4 | -10 | 0.7
CCOC(=O)N(NC(=O)C(O)(CC(C)C)CC(C)C)c1ccccc1 | -3 | -13 | -13 | -1 | 5 | 4 | 13 | -8 | 0.1
COc1ccc(Cl)cc1NC(=S)N(Cc1cccnc1)Cc1ccco1 | 12 | 9 | 8 | 0 | 1 | 9 | 2 | 4 | 1.1
O=C(Nc1ccc(S(=O)(=O)N2CCOCC2)cc1)C1CCCCC1 | -8 | -24 | -20 | 1 | 3 | 7 | 1 | -10 | -1.0
CC1(C)Cc2c(c(-c3ccco3)nc3sc4c(NCC5CCCO5)ncnc4c23)CO1 (configuration not stated) | 6 | -17 | -7 | 36 | 0 | 4 | 2 | -7 | 2.0
Cc1ccc(C)c(S(=O)(=O)NCc2ccc(C(=O)N3CCCCCC3)cc2)c1 | -2 | -2 | -8 | -3 | 8 | 11 | -1 | -4 | -0.2
O=C(N/C(=C/c1ccco1)C(=O)N1CCCCCC1)c1cccs1 | 0 | -6 | -10 | -1 | 1 | 9 | 1 | 8 | 1.1
O=C(CCCCC(=O)N1CCOCCOCCOCC1)OCc1ccccc1 | 9 | 2 | 14 | -1 | 3 | -3 | . | -12 | 0.6
CCCC(=O)Nc1ccc(C(=O)NCC(=O)OCC)cc1 | -3 | 4 | -3 | 1 | -3 | 4 | 4 | -5 | 1.6
O=P(O)(CCc1ccccc1)C(O)c1ccccc1 (configuration not stated) | -26 | -2 | -21 | -3 | -4 | -2 | 10 | -3 | 0.6
COc1ccccc1NC(=O)N1CCCC1C(=O)NCc1ccc(F)cc1 (configuration not stated) | 3 | 8 | 5 | 0 | 1 | 6 | -1 | 1 | -2.6
C=CCn1c(SCc2c(C(=O)OC)sc(N)c2C(=O)OC)nnc1-c1ccc(Br)cc1 | -19 | -3 | -2 | 0 | -1 | 4 | 10 | -9 | -0.1
CCN1C(=S)SC(=O)C1=C1C=C(C)N(Cc2ccco2)C(C)=C1 | 10 | -15 | 13 | 7 | -1 | -2 | 2 | -5 | 1.3
CCCCNC(=O)Oc1cccc(N2CCCC2=O)c1 | 11 | -8 | 12 | 1 | -3 | -6 | 4 | -14 | 0.2
CCC(=NCc1ccco1)c1c(C(F)(F)F)[nH]n(-c2nc3ccccc3s2)c1=O | -5 | -6 | 7 | 0 | 1 | 4 | 9 | 2 | -0.6
Cc1[nH]c(=O)[nH]c(=O)c1/C=C/C(=O)OCC(C)C | 0 | -13 | -24 | 0 | -1 | 6 | 1 | 0 | -0.7
c1ccc(CCc2ccccc2-c2nc(-c3cccnc3)no2)cc1 | -16 | -1 | -49 | -3 | -3 | 4 | 4 | -2 | 3.3
O=C(NNS(=O)(=O)c1ccc2ccccc2c1)NC1CCCCC1 | -16 | -8 | 10 | -5 | 0 | 5 | 4 | -8 | 1.7
Cc1cc(C)cc(NC(=O)CN2C(=O)NC(C)(c3ccccc3)C2=O)c1 (configuration not stated) | 1 | 0 | 6 | 0 | -2 | 5 | -2 | -11 | -0.3
COc1ccc(C(=O)COC(=O)c2cccnc2Cl)c(OC)c1 | -3 | 8 | -2 | -2 | 5 | 11 | 1 | -2 | 0.5
Cc1nnc(OCC(=O)NCCC2=CCCCC2)c2ccccc12 | -9 | -22 | 27 | 0 | 1 | 7 | -2 | -1 | -0.3
O=C1C=C(Nc2ccccc2O)c2ccccc2C1=O | -5 | -12 | 21 | -1 | 1 | 7 | 0 | -7 | -0.7
CCOC(=O)CSc1nc2cc3c(cc2cc1C#N)OCO3 | -14 | -2 | -1 | -8 | 8 | 12 | 1 | 5 | 0.4
Cc1ccc(NC(=O)CNC(=O)c2cccs2)cc1S(=O)(=O)Nc1ccc(Cl)cc1 | -5 | -11 | -2 | 0 | -1 | 3 | -2 | -14 | -0.4
O=C(CSc1nnc(-c2ccncc2)n1CC1CCCO1)Nc1nccs1 (configuration not stated) | -3 | -6 | -25 | 2 | -5 | 0 | 2 | 6 | 0.1
Cc1onc(C(=O)NCc2cccs2)c1[N+](=O)[O-] | 4 | -20 | 1 | -3 | 2 | 8 | -1 | -2 | -0.3
Cc1nn(C)c(C)c1/C=N/O | -1 | 3 | -2 | 3 | 0 | 2 | -3 | 0 | 1.1
CCOc1cc(/C=C2/NC(=S)NC2=O)ccc1OCc1ccc([N+](=O)[O-])cc1 | -25 | -11 | -31 | 1 | 3 | 0 | -3 | -7 | 0.1
COc1ccc(/C=N/NC(=O)c2[nH]ncc2Br)c(OC)c1 | -12 | -14 | -12 | -2 | 2 | 3 | 0 | -1 | -0.7
CSc1nc(S(=O)(=O)c2ccc(C)cc2)c(Cl)s1 | 2 | -20 | -14 | 0 | 1 | 5 | 2 | -4 | -0.8

Single records, as listed above. Order of screens: NPY2 pot ag | S1P4 antagonist | NPY-Y1 PAM-ag | Runt-CBFb FRET | Ba/F3 V617F tox | BaF3 tox | NPY-Y1 antag | RBBP9 inhibitor | S1P4 ag
`COc1ccc(Cl)cc1NC(=S)N(Cc1cccnc1)Cc1ccco1` is listed with 12 | 9 | 8 | 0 | 1 | 9 | 2 | 4 | 1.1
`O=C(CSc1nnc(-c2ccncc2)n1CC1CCCO1)Nc1nccs1` (configuration not stated) is listed with -3 | -6 | -25 | 2 | -5 | 0 | 2 | 6 | 0.1

Continuation.
SMILES | NPY2 pot ag | S1P4 antagonist | NPY-Y1 PAM-ag | Runt-CBFb FRET | Ba/F3 V617F tox | BaF3 tox | NPY-Y1 antag | RBBP9 inhibitor | S1P4 ag
Cc1ccc(/C=N/NC(=O)Cc2cccn2C)s1 | 6 | -14 | 2 | -4 | -2 | 4 | -4 | -8 | 1.8
N#CC(c1nc2ccccc2nc1N1CCCC1)S(=O)(=O)c1ccccc1 (configuration not stated) | 4 | 4 | -1 | -36 | -1 | 8 | 3 | 7 | 0.9
O=C(CCn1c(=O)c2sccc2n(Cc2cc(=O)n3ccccc3n2)c1=O)NCc1ccco1 | -14 | 1 | -17 | 0 | 1 | 0 | -1 | -9 | 4.4
CCOc1ccc(CNC(=O)C2CCN(S(=O)(=O)N3CCCC3)CC2)cc1OC | -1 | -16 | 6 | -2 | -3 | 0 | -3 | -1 | 0.6
Cc1cc(Cl)ccc1NC(=O)CSc1nnc(Cc2cccs2)n1Cc1ccco1 | -16 | 7 | -17 | 32 | -1 | 7 | 23* | -12 | 0.9
Fc1ccc(COc2ccc(Br)cc2CNCC2CCCO2)cc1 (configuration not stated) | -2 | 1 | -18 | 1 | -3 | 2 | 11 | -10 | 0.7
CCN(Cc1ccccc1)C(=O)/C=C/c1ccccc1[N+](=O)[O-] | 4 | -10 | -12 | 0 | -3 | -1 | 4 | -5 | 0.4
COc1ccc(CN(C)C(=O)CCl)cc1 | -8 | -5 | 2 | 0 | 1 | 1 | 6 | -5 | -0.2
COc1ccc(NC(=O)CC2C(=O)N(c3ccc(Cl)cc3)C(=S)N2CCc2ccccn2)cc1 (configuration not stated) | 10 | -4 | 24 | 3 | 1 | 2 | -2 | 4 | -0.8
NC(=O)C[C@@H]1NC(=O)CNC(=O)c2cc([N+](=O)[O-])cc(I)c2NCCC(C(N)=O)NC1=O (some centres not stated) | 0 | 4 | -9 | 1 | -2 | 6 | 3 | 0 | 0.9
Cc1cc(C)cc(OCC(=O)NNC(=O)c2cc(C)[nH]n2)c1 | 9 | -2 | -30 | 0 | -5 | 1 | -1 | -1 | -0.9
CCCC(=O)Nc1cccc(NC(=O)c2ccc3c(c2)OCO3)c1 | 0 | 1 | -10 | 0 | 2 | 6 | 5 | 1 | -2.2
COc1ccc(NC(=O)c2cc(Br)ccc2Cl)c(OC)c1 | -1 | -13 | 16 | 0 | -1 | 2 | 0 | -8 | 1.2
CC(C)CSc1ncc(-c2cccc(C(F)(F)F)c2)cn1 | 12 | -13 | -24 | -2 | -2 | 5 | 0 | -6 | -1.4
Cc1csc(NC(=O)c2cnccn2)n1 | 1 | -29 | -1 | 1 | 4 | 3 | 2 | -2 | -0.1
CC(=O)N(C(C)=O)c1c(N2CCCC2)c2ccccc2oc1=O | -11 | 0 | -2 | 1 | 5 | 2 | -1 | -11 | -1.7
